TPT1 inhibitor: blocks Candida albicans tRNA 2'-phosphotransferase; inhibition, % at 5 µM; actives 0.81% (n = 300,000); recombinant caTPT1, FP RNA substrate dephosphorylation;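 active means inhibition above the mean of all tested compounds plus 3 SD, set per screening campaign, cut at about 24% in these data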;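 further: plate controls were DMSO alone for no effect and ferristatin control at 100 nM for full effect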
Efflux pump inh: blocks antifungal efflux pumps in multiplex yeast assay; S. cerevisiae Candida pump triplex, Nile Red efflux; AID 485275; inhibition, % at 10 µM; actives 0.44% (n = 330,000);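 active means plate passing quality check with inhibition over a set limit, or well fluorescence over plate mean plus 4 SD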;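 further: Nile Red retained in pooled yeast measured as flow cytometry median fluorescence; 0% = buffer negative control and 100% = Enniatin B positive control; higher means more Nile Red kept so more efflux inhibition; some compounds called inactive have numbers as strong as hits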
ZTA DNA inh: blocks Epstein-Barr virus ZTA, an EBNA-1 counter-screen. P03206. ZTA-DNA binding, fluorescence polarization. inhibition, % at 11 µM. actives 0.15% (n = 320,000); in the data active means inhibition above about 33%
Target sequence (P03206 whole entry, looked up): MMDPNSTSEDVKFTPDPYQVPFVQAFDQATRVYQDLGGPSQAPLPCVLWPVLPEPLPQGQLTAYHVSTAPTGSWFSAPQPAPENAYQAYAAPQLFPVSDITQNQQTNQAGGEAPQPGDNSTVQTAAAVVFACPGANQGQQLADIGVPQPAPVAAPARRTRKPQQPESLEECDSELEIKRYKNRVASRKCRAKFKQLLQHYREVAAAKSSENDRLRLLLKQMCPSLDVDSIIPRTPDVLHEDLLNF
core dimer inh: blocks dimerization of HCV core protein | AID 1899 | inhibition, % at 5 µM | TR-FRET GST/Flag-core106 dimerization, 1536-well | actives 0.33% (n = 300,000);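 active means inhibition above the mean of all tested compounds plus 3 SD, set per screening campaign, cut at about 45% in these data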
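test system = GST/Flag-tagged HCV core106 proteins | probe or stimulus = Eu donor and XL665 acceptor anti-tag antibodies | times = compound-protein-antibody incubation 4 h at 22.5 °C | signal = TR-FRET, excitation 340 nm, emission 617 and 671 nm | measure = percent inhibition of core106 dimerization signal | controls = wells lacking GST-core106 and wells with excess unlabelled core106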
PP5 primary: inhibitors of human protein phosphatase 5 (PP5); purified PP5c, OMFP substrate fluorescence; inhibition, % at 6.7 µM; actives 0.18% (n = 320,000);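 active means inhibition above the campaign's mean inhibition across all tested compounds plus 3 SD, cut at about 9.5% in these data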;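 further: 0% = DMSO only and 100% = 100 µM cantharidin control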
Target sequence (P53041 whole entry, looked up): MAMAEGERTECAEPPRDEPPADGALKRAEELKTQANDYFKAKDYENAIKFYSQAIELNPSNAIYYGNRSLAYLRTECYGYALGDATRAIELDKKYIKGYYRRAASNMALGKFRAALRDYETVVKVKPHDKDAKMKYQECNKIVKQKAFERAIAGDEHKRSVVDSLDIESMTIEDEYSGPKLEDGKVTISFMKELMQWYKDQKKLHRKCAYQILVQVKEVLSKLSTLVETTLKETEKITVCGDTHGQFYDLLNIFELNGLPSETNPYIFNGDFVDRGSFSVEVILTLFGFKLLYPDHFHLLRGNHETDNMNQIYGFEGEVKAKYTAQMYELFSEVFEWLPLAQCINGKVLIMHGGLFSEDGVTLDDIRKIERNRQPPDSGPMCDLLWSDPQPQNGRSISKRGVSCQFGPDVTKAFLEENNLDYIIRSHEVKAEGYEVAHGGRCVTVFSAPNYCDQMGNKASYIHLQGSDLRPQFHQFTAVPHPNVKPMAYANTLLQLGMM
PREPL inhibitor: inhibits the human prolyl oligopeptidase-like enzyme | inhibition, % at 5.96 µM | AID 2751 | Q4J6C6 | recombinant PREPL, fluorescence polarization activity-based probe | actives 0.68% (n = 320,000); in the data active means inhibition above about 43%;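 further: 0% = enzyme with DMSO and 100% = wells lacking enzyme; many of its hits are not listed in these tables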
PP1 inh: counter-screen for PP5 inhibitors: inhibitors of human PP1-alpha; P62136; purified PP1alpha, OMFP fluorescence; inhibition, % at 6.7 µM; actives 0.9% (n = 320,000); AID 2235;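 active means inhibition above the mean inhibition of all tested compounds plus 3 SD, computed separately for each screening campaign, cut at about 15% in these data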
Target sequence (P62136 whole entry, looked up): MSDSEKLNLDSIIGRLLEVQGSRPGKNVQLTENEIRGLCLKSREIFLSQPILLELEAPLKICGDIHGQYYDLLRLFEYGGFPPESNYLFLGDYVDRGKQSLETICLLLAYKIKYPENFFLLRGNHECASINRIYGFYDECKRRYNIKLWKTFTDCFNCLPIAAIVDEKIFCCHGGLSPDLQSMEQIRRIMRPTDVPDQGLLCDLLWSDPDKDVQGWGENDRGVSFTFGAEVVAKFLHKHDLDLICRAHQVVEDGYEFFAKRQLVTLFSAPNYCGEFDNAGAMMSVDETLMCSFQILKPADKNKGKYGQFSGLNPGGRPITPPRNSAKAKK
EBNA-1 inhibitor: blocks EBNA-1 binding to DNA; EBNA-1 DNA binding, fluorescence polarization; actives 0.34% (n = 300,000); AID 1950; inhibition, % at 14.8 µM; in the data active means inhibition above about 28%
CTSL1 counter: cathepsin L1 inhibition, PFM18AAP counter-screen. recombinant F. hepatica cathepsin L1, Z-Leu-Arg-MCA fluorescence. inhibition, % at 5.96 µM. actives 0.49% (n = 300,000). AID 1906;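 active means inhibition above the mean of all tested compounds plus 3 SD, set per screening campaign, cut at about 17% in these data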;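 further: 0% = plate median of test compound wells and 100% = 1 µM Z-Phe-Ala-diazomethylketone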
Starred values were filed as active, the others as inactive; nt = not tested or not shown.

Preview, four compounds:
SMILES	TPT1 inhibitor	Efflux pump inh	ZTA DNA inh	core dimer inh	PP5 primary	PREPL inhibitor	PP1 inh	EBNA-1 inhibitor	CTSL1 counter
O=C(NCc1ccc2[nH]c3c(c2c1)CCCC3)c1ccc(S(=O)(=O)N2CCOCC2)cc1	0	0.1	17	3	0.9	14	-1	-3	2
Cc1ccc(NS(=O)(=O)c2ccc(-n3cccn3)cc2)c(C)c1	-2	0.0	-18	2	1.8	-26	-1	-3	-4
CCN(CC(=O)Nc1ccccc1C(F)(F)F)C(=O)c1ccccc1SCC(=O)N1CCCC1	-3	0.0	-13	-3	-0.5	-13	-6	-10	-4
Cc1cc([N+](=O)[O-])nn1Cc1ccc(C(=O)N/N=C/c2ccc(O)cc2O)cc1	5	0.8	19	-9	-3.4	8	16*	-12	-3

The list itself (from the top)
SMILES	TPT1 inhibitor	Efflux pump inh	ZTA DNA inh	core dimer inh	PP5 primary	PREPL inhibitor	PP1 inh	EBNA-1 inhibitor	CTSL1 counter
O=C(NCc1ccc2[nH]c3c(c2c1)CCCC3)c1ccc(S(=O)(=O)N2CCOCC2)cc1	0	0.1	17	3	0.9	14	-1	-3	2
Cc1ccc(NS(=O)(=O)c2ccc(-n3cccn3)cc2)c(C)c1	-2	0.0	-18	2	1.8	-26	-1	-3	-4
CCN(CC(=O)Nc1ccccc1C(F)(F)F)C(=O)c1ccccc1SCC(=O)N1CCCC1	-3	0.0	-13	-3	-0.5	-13	-6	-10	-4
Cc1cc([N+](=O)[O-])nn1Cc1ccc(C(=O)N/N=C/c2ccc(O)cc2O)cc1	5	0.8	19	-9	-3.4	8	16*	-12	-3
Cc1cc(NCCN2CCOCC2)n2c(nc3ccccc32)c1C#N	-3	0.5	-36	-1	-3.8	2	-3	-4	6
O=C(COc1coc(CN2CCN(c3ccccc3)CC2)cc1=O)N1CCc2ccccc21	4	0.2	4	-1	0.4	13	-13	-5	-2
COC(=O)c1cccc(C(=O)N2CCCC(CNC(=O)c3ccccc3Cl)C2)c1 (stereo not drawn)	0	0.2	0	-3	-0.8	-9	-4	-9	-1
Cc1nn(-c2ccccc2)c(N2CCCC2)c1C=O	0	0.3	6	8	-3.6	6	0	-1	2
COc1ccc(C(=O)C2CCN(S(=O)(=O)c3ccc4c(c3)OCCO4)CC2)cc1	-2	0.0	-8	4	5.2	-7	-1	3	-1
COc1ccc(S(=O)(=O)Oc2ccccc2C(=S)N2CCOCC2)cc1	-1	0.0	-2	5	1.8	9	-3	9	3
COc1cc(=O)oc(-c2ccccc2)c1C(C)=O	2	0.1	-8	-2	4.7	-2	-2	-1	0
CNC(=S)NCc1ccc2[nH]c3c(c2c1)CCCC3	-1	0.0	6	-3	0.8	14	1	-4	0
CC1CCN(S(=O)(=O)Cc2ccccc2Cl)CC1	1	0.3	-29	-2	0.5	5	2	-6	-6
CCC(OC(=O)c1cccs1)C(=O)NCc1ccc(C)cc1 (stereo not drawn)	0	0.0	-10	0	-0.1	4	-3	0	-1
CC1=C(C(=O)OCCOc2ccccc2)C(c2ccc(C)o2)C2=C(CC(C)(C)CC2=O)N1 (stereo not drawn)	-5	-0.1	-4	7	0.5	29	0	4	3
O=C(Cn1cnc2c(nnn2Cc2ccccc2)c1=O)c1ccccc1	0	0.0	-1	-5	-0.3	3	1	5	7
O=S(=O)(c1ccccc1)N1CCC(n2nnc3cc(F)ccc32)CC1	-1	-0.1	-20	-3	1.3	-45	-1	8	-4
CC1Cc2cc(-c3csc(NC(=O)Cc4ccccc4)n3)ccc2N1S(C)(=O)=O (stereo not drawn)	-4	0.0	-10	8	4.5	12	1	2	-6
O=C(c1ccco1)N1CCN(C(=O)C(Cc2ccccc2)NS(=O)(=O)c2cccs2)CC1 (stereo not drawn)	3	-0.1	5	-6	-2.1	7	-6	-2	9
O=C1C(NS(=O)(=O)c2cccs2)=C(N2CCN(c3cccc(C(F)(F)F)c3)CC2)C(=O)c2ccccc21	-8	-0.3	0	28	4.4	40	7	-2	0
COc1ccc(C(CC(=O)N2CCN(c3ccccc3)CC2)c2c(O)cc(OC)cc2OC)cc1 (stereo not drawn)	-6	nt	10	22	4.4	15	3	4	1
O=C(Nc1ccn([C@H]2CC[C@@H](CO)O2)c(=O)n1)c1ccccc1	0	-0.1	-1	3	-2.0	-7	-6	2	0
Cc1ccc(S(=O)(=O)c2nnn3c2nc(N2CCOCC2)c2ccccc23)cc1C	-1	-0.1	-12	11	3.0	4	-1	-14	3
Cc1ccc(NC(=O)C2CCC(=O)N2C(=O)OCc2ccccc2)cc1 (stereo not drawn)	-1	0.0	7	6	-0.7	-5	-5	-1	-2
COc1ccc(C(=O)NCCS(=O)(=O)NCc2ccccc2OC)cc1	2	0.0	-2	4	-1.2	-12	-8	6	-1
COc1ccccc1N1CCN(C(=O)c2cc(N3C(=O)C4C5CCC(C5)C4C3=O)ccc2Cl)CC1 (stereo not drawn)	2	-5.8	5	-4	-2.9	4	4	7	1
CC(C)(C)c1csc(NC(=O)Cc2cccs2)n1	99*	0.0	5	10	3.4	-2	4	3	2
COc1ccc(NC(=O)CN(C)C(=O)c2sc3ccccc3c2Cl)cc1	1	0.1	1	-1	2.1	-20	1	-8	1
CC(=O)NCc1ccc(-c2csc(-c3cccs3)n2)cc1	-3	-0.1	-12	-30	3.8	12	1	1	0
NC(=O)COc1ccc2oc(=O)cc(-c3cc4ccccc4o3)c2c1	1	-0.1	-9	-4	0.9	-43	-4	-13	-1
CCOc1ccc(S(=O)(=O)N2CCNC(=O)C2)cc1	nt	-0.1	-5	nt	1.4	6	-3	nt	nt
COc1cc(-c2cc(-c3nnco3)c3ccccc3n2)cc(OC)c1OC	-2	0.1	3	1	-0.9	5	-2	14	5
CCNc1nc(Oc2ccc(Cl)cc2Cl)cc(C(F)(F)F)n1	1	0.1	8	-6	1.7	5	-7	-2	4
CCOc1ccc(CCNC(=O)Cn2c(-c3nonc3N)nc3ccccc32)cc1OCC	0	-0.2	-2	5	1.9	-4	4	14	1
CC(C)CCN1CCN(Cc2cccn2-c2nccs2)CC1CCO (stereo not drawn)	-2	-0.1	19	5	0.4	5	-3	4	-3
O=C(Cc1ccccc1)NC1c2ccccc2-c2ccccc21	2	-0.1	0	0	4.2	-4	2	7	-6
CC1CN(S(=O)(=O)c2ccc(NC(=O)CCCN3C(=O)c4ccccc4C3=O)cc2)CC(C)O1 (stereo not drawn)	-2	0.4	7	1	-1.1	13	-4	5	1
CCN(CC)S(=O)(=O)c1ccc(NC(=O)c2cnc(C)cn2)cc1	-1	0.0	1	-2	1.3	-3	3	-6	-4
O=C(OCc1ccc([N+](=O)[O-])cc1)C1CC(=O)N(Cc2ccccc2Cl)C1 (stereo not drawn)	-4	-0.3	-9	1	1.3	11	2	-3	-12
Cc1ccc(CSc2nnc(-c3ccc(NS(=O)(=O)c4ccccc4)cc3)o2)cc1	-1	-0.2	-5	3	-2.2	-15	-6	0	7
COC(=O)COC(=O)c1ccccc1NC(=O)c1ccccc1	-1	0.1	8	6	2.3	2	-3	6	-6
CCc1nnc(NS(=O)(=O)c2ccc(NC(=O)COc3ccc(Cl)c(C)c3)cc2)s1	-5	-0.1	1	4	-0.5	-3	-3	7	-1
COc1ccc(NS(=O)(=O)c2cc(Cl)ccc2Cl)cc1S(=O)(=O)N1CCCCC1	0	0.1	-13	19	3.5	-2	-2	4	-2
CCCCNC(=O)CCn1c(=S)[nH]c2cc3c(cc2c1=O)OCO3	-3	-0.1	6	-12	-1.8	3	-1	1	0
Cc1ccc2cccc(Oc3ncnc4sc(C)c(C)c34)c2n1	-3	0.1	-6	12	2.4	27	-7	5	-1
COc1ccccc1/C=C\C=N\n1c(-c2ccc(Cl)cc2)n[nH]c1=S	2	-0.2	6	8	0.3	3	7	4	6
CC(C)(O)[C@@H]1Cc2c(ccc3ccc(=O)oc23)O1	2	0.0	0	-6	0.5	5	-2	7	9
Cc1c(CN2CCC(CO)(CC3CCCCO3)CC2)cnn1C (stereo not drawn)	-6	0.1	15	-1	1.4	6	2	-12	-2
CCOC(CNC(=O)C(=O)Nc1cc2c3c(c1)CCN3C(=O)CC2)OCC	-3	0.0	-15	-17	1.7	16	-3	-10	5
Cc1ccccc1NC(=O)CN1CCC(NC(=O)Nc2ccccc2)CC1	0	0.0	4	2	0.9	0	4	-9	1
CCOC(=O)c1c(C)[nH]c(C(=O)COC(=O)CCSc2ccccc2)c1C	-1	-0.1	1	-2	-0.8	-1	3	6	-48
CC(C)N1C(=O)CCC1C(=O)NC1CCCC1 (stereo not drawn)	1	0.1	-4	-1	1.0	4	1	-3	-6
Cc1ccc(C(C(=O)NC2CCCC2)N(C(=O)Cc2cccs2)c2ccc3c(c2)OCCO3)cc1 (stereo not drawn)	0	-0.1	-18	12	4.0	6	-2	-7	-3
COc1cccc(/C=C2\SC(=S)N(CCCC(=O)N3CCCCC3CCO)C2=O)c1 (stereo not drawn)	2	0.1	-15	17	1.6	35	3	0	-3
O=C(CSCc1ccccc1)N1CCN(C(=O)c2ccco2)CC1	-1	-0.1	2	0	1.6	8	-1	-5	-48
CCOC(=O)c1ccc(NC(=O)C(C)N2C(=O)c3ccccc3C2=O)cc1 (stereo not drawn)	2	0.0	-1	8	1.9	-6	-1	0	0
O=C(C1CCN(S(=O)(=O)c2ccccc2)CC1)N1CCc2ccccc21	1	2.6	11	6	1.9	0	0	6	0
O=S(=O)(NCc1ccccc1)c1ccc(S(=O)(=O)N(Cc2ccccn2)Cc2ccco2)cc1	3	0.0	11	5	3.9	16	-1	13	-5
COc1ccc(CCCC(=O)NC(C)c2ccccc2)cc1 (stereo not drawn)	0	-0.1	14	5	0.1	3	0	11	-1
CC1(C)CC(NC(=S)NC2CC2)CC(C)(C)N1	-3	0.0	-14	-5	-2.3	-1	0	1	-2

The list goes on.
SMILES	TPT1 inhibitor	Efflux pump inh	ZTA DNA inh	core dimer inh	PP5 primary	PREPL inhibitor	PP1 inh	EBNA-1 inhibitor	CTSL1 counter
Cc1occc1-c1nnc(SCC(=O)NCc2ccc3c(c2)OCO3)n1CC(C)C	-3	-0.1	-1	0	0.6	7	-1	8	-2
CC(=O)C1=C(O)C(=O)N(c2nccs2)C1c1ccccc1 (stereo not drawn)	3	0.2	-2	1	-1.2	5	-2	-13	3
O=C(NC1CCCCC1)c1ccccc1NC(=S)NC(=O)C1CCC1	-2	0.1	6	-1	0.3	0	-2	11	-1
CO/N=C(\C(=O)O)c1csc(NN=C(C)C)n1	1	0.4	16	-3	1.6	14	1	-17	-1
O=C(CSCc1ccccc1)Nc1cccc(C(=O)Nc2ccccc2C(=O)O)c1	-1	0.1	-1	4	1.0	0	4	1	2
CC(C)CC(=O)n1sc(NC(=O)c2ccccc2)nc1=O	-1	0.1	-4	0	0.6	-10	1	-9	1
CCc1c(C)nc(SCC(=O)Nc2nc(-c3ccc(OC)cc3)cs2)[nH]c1=O	-4	-0.2	15	20	0.0	-25	-2	16	8
COc1ccc(S(=O)(=O)Nc2ccccc2)cc1	-5	-0.1	9	-8	3.0	18	-4	0	3
Cc1ccccc1N1CCN(C2=NC(=O)/C(=C\c3cccs3)S2)CC1	-2	0.2	9	24	0.5	27	11	-1	7
O=C(NCCN1CCCCC1)c1cc2ccccc2[nH]1	-4	-0.1	-11	-3	2.8	14	-2	-5	-1
O=C(c1ccc(OC2CCN(CCc3ccccc3)CC2)cc1)N1CCCC(CCCO)C1 (stereo not drawn)	-5	-0.1	1	2	-0.6	26	-1	1	-4
O=C1CC2(CCN(C(=O)c3ccc(F)c(F)c3)CC2)Oc2ccccc21	-4	-0.3	-3	1	2.2	24	-7	3	3

These rows are one share of the data; rates above refer to the full screens.
